# Compound activity from PubChem BioAssay.
# RAD54 branch = RAD54 (human) branch migration inhibition; Q92698; AID 602329; inhibition, % at 10.4 µM; RAD54 Holliday junction branch migration, FAM/BHQ fluorescence; hit rate 0.14% among 360,000;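 active = mean normalized replicate activity at least 40 and at least half of replicates scoring 40 or more; inconclusive = only one of the two criteria met; inactive = mean below 40 and under half of replicates reaching 40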;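 note: 0% = median of neutral control wells and 100% = median of positive control wells; inhibitors cause a drop in the FAM fluorescence signal; in these data hits start at about 50%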
# Target sequence (Q92698 whole entry, looked up): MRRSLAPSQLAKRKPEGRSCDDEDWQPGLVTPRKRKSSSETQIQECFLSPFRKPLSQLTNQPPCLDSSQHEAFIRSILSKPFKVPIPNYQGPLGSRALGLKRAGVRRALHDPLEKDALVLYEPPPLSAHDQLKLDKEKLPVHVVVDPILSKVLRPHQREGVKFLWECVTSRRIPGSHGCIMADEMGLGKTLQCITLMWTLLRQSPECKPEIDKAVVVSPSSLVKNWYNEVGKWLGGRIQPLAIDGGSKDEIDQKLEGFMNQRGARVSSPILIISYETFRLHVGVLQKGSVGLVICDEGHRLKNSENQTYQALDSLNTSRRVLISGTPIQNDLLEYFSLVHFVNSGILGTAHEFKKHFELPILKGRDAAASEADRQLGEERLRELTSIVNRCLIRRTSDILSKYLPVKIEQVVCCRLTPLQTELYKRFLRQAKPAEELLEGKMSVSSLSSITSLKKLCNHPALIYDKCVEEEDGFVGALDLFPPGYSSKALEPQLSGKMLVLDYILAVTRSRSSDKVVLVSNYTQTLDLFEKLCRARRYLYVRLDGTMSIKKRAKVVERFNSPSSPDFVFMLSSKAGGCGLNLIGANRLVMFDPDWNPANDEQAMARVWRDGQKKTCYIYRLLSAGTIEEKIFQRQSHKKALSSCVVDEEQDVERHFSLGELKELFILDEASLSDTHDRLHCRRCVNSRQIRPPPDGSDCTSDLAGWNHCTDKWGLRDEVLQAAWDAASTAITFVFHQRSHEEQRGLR
# esBAF inh = SWI/SNF esBAF complex inhibition; hit rate 2% among 350,000; AID 602393; reporter increase, % at 12.5 µM; mouse ES cells, Bmi1-luciferase knock-in reporter, 24 h; 100% = twice the neutral-well signal; in the data active = activation above about 40%; inconclusive = no clear call, values can overlap the other calls;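 note: 0% = median of the plate's neutral control wells and 100% = double that signal; a rise in the Bmi1 reporter signal indicates esBAF inhibition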
# ARNT TACC3 PPI = disruptors of human ARNT/TACC3 interaction. Q9Y6A5. AlphaScreen His-ARNT PAS-B/GST-TACC3 binding, luminescence; TACC3 fragment carries E629A point mutation. inhibition, % at 9.99 µM. hit rate 0.66% among 390,000. AID 623870;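 active = mean inhibition of replicates at least 50% and at least half of replicates each reaching 50%; inconclusive = half or more replicates reach 50% but mean below 50%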;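 note: 0% = complete ARNT plus TACC3 wells and 100% = ARNT alone without TACC3; many hits fall short of the cut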
# An asterisk follows results filed as active; ? = inconclusive. These rows are one share of the data, so the mix of outcomes need not match the whole.
SMILES,RAD54 branch,esBAF inh,ARNT TACC3 PPI
CCC1S/C(=N/C(=O)NC2CCCCC2)NC1=O (stereo unspecified),3,20,-6
Cc1ccc(NC(=O)CCC(C(=O)O)N2C(=O)c3ccccc3C2=O)cc1 (stereo unspecified),-1,3,-5
O=C(NC1CCCCC1)C(c1ccc(F)cc1)N(Cc1ccco1)C(=O)Cn1nnc2ccccc21 (stereo unspecified),7,-3,0
CN(C)S(=O)(=O)c1ccc(NS(=O)(=O)/C=C/c2ccccc2)cc1,2,1,36
OC(CN1CCCCC1)CN(c1ccccc1)c1ccccc1 (stereo unspecified),1,-9,5
COc1ccc(C2CC(=O)C=C(NCCC(C)C)C2)cc1 (stereo unspecified),-21,3,-5
Cc1c(NC(=O)CSc2nncc3ccccc23)c(=O)n(-c2ccccc2)n1C,0,4,1
CCOC(=O)/C(=N\Nc1cc(C(F)(F)F)ccc1Cl)N(CC)CC,3,-3,2
COc1ccc(CCNC(=O)CCNS(=O)(=O)c2cccc3nsnc23)cc1OC,-4,-5,16
O=C(O)/C=C/C(=O)NC1CCS(=O)(=O)C1 (stereo unspecified),2,2,-1
COC(=O)c1cn(NC(=O)c2cccc(F)c2)c(=O)c2ccccc12,12,-6,0
Cc1ccccc1-n1nnnc1Sc1nnnn1-c1ccccc1,1,35,-6
O=C(Sc1nnc(-c2ccccc2)o1)N1c2ccccc2Sc2ccccc21,1,-4,10
Cc1ccc2c(c1)C(O)(CC(=O)c1cccnc1)C(=O)N2 (stereo unspecified),0,5,-4
CN(C(=O)c1ccc(NC(=O)C2CC=CCC2C(=O)O)cc1)c1ccccc1 (stereo unspecified),-3,1,-5
O=C(CC1(O)C(=O)Nc2cc(Cl)cc(Cl)c21)c1ccccc1O (stereo unspecified),1,-8,11
CCOCCn1c(N2CCN(c3ccc(OC)cc3)CC2)nc2c1c(=O)n(C)c(=O)n2C,4,9,-5
CCn1c(SCC(=O)NC2CCCc3ccccc32)nnc1-c1cccs1 (stereo unspecified),-10,-6,-4
COC(=O)c1ccc(-c2ccc(CNCC(O)c3ccccc3)o2)cc1 (stereo unspecified),1,6,-23
C=C(C)COc1ccc(-c2nc(N)ncc2-c2ccc(OC)cc2)c(O)c1,-9,0,19
CN(c1ccc(C(=O)Nc2ccccc2Sc2ccccc2)cc1)S(C)(=O)=O,-2,11,-18
CCc1cc2c(N3CCN(c4nnc(CC)s4)CC3)ncnc2s1,7,-28,6
CCOc1ncccc1C(=O)OCC(=O)N1CC(=O)Nc2ccccc21,-7,-1,-6
CCC(Sc1nc(-c2ccccc2)cc(=O)[nH]1)C(=O)O (stereo unspecified),10,0,-12
O=C(NCc1cccs1)c1ccccc1,-1,3,-9

# Carrying on.
SMILES,RAD54 branch,esBAF inh,ARNT TACC3 PPI
O=C(NCc1ccccc1)c1ccc2c(c1)C(=O)N(CC1CCCO1)C2=O (stereo unspecified),-2,-1,-4
COc1ccc(NC(=O)NC(C)(C(F)(F)F)C(F)(F)F)cc1,1,2,-9
CC1(C)CC2CC(C)(CN2CC(=O)C(C#N)c2ccccc2)C1 (stereo unspecified),-3,1,-3
Nc1nnc(CC2=CCCCC2)s1,-12,1,-8
CCN(CC)CCCNC(=O)c1ccc(Cl)c(S(=O)(=O)Nc2ccccc2OC)c1,3,-1,0
Cc1cc(C)n(-c2nc3c(c(=O)[nH]c(=O)n3C)n2CC(C)C)n1,-9,-6,-6
COc1ccc(Nc2cc(=O)oc3ccccc23)cc1,-1,4,-2
O=c1/c(=C\c2ccc(O)cc2)sc2n1C(c1ccccc1)C(c1ccccc1)=NN=2 (stereo unspecified),-7,5,-6
CCn1ncc(C(=O)Nc2cc(C)on2)c1C,0,12,-3
CC1(C)CC(=O)c2cc(OCC(=O)NCCCN3CCN(c4ccc(F)cc4)CC3)ccc2O1,-20,-6,-9
O=C1CCCc2nc(N3CCN(Cc4ccccc4)CC3)ncc21,9,-13,-7
Cn1nc(C(F)(F)F)c(/C=N/OC(=O)c2ccccc2)c1SCc1ccc(Cl)cc1,-7,5,-5
C(=N/n1c2ccccc2c2ccccc21)/c1ccco1,-3,-7,3
CCOC(=O)N1CCC(NC(=O)C2CCC(Cn3c(=O)[nH]c4ccccc4c3=O)CC2)CC1 (stereo unspecified),8,7,-5
c1ccc(N2CCN(c3nnnn3-c3ccccc3)CC2)cc1,4,-2,-3
Cc1ccccc1C(=O)O/N=C/c1c(N2CCOCC2)n(C)c2ccccc12,8,2,2
CCCc1[nH]c(=O)c(C#N)c2c1CCCC2,6,0,-1
COc1ccc2c3c(c(=O)oc2c1OCC(=O)C(C)(C)C)CCCC3,-7,7,-9
Cn1c(SCc2ccccc2Cl)nc(C(F)(F)F)cc1=O,0,-4,4
Cn1c(SCc2ccc3c(c2)OCO3)nnc1-c1ccccc1,5,15,-11
O=C(C1=C(O)C(=O)N(CCN2CCOCC2)C1c1ccccn1)c1cccs1 (stereo unspecified),6,5,-9
O=C(Nc1nncs1)c1c(F)c(F)c(F)c(F)c1F,-4,3,-6
CC(=O)c1cccc(Nc2nc(-c3cccc([N+](=O)[O-])c3)cs2)c1,-2,23,1
COC(=O)c1c(NC(=O)c2cccs2)sc2c1CCCC2,-4,19,-4
O=C(C1CCN(S(=O)(=O)c2cccs2)CC1)N1CCN(c2ccccc2)CC1,1,-5,3

# Next part, starting with the last four of the part before.
SMILES,RAD54 branch,esBAF inh,ARNT TACC3 PPI
O=C(Nc1nncs1)c1c(F)c(F)c(F)c(F)c1F,-4,3,-6
CC(=O)c1cccc(Nc2nc(-c3cccc([N+](=O)[O-])c3)cs2)c1,-2,23,1
COC(=O)c1c(NC(=O)c2cccs2)sc2c1CCCC2,-4,19,-4
O=C(C1CCN(S(=O)(=O)c2cccs2)CC1)N1CCN(c2ccccc2)CC1,1,-5,3
COc1ccccc1NC=C1C(=O)OC(C)(C)OC1=O,0,15,-7
CCOC(=O)C(C)Sc1ncc(OC)c(Sc2ccc(Cl)cc2)n1 (stereo unspecified),2,-6,-2
CCN(CC)S(=O)(=O)c1cccc(-c2nnc(SCC(=O)c3cc(C)n(C4CC4)c3C)o2)c1,-2,0,-9
Cc1ccccc1P(=O)(CO)c1ccccc1C,-3,2,-14
CC(C)Oc1ccc(C(=O)CCN2CCCCC2)cc1,-13,-2,-5
CC(C)c1cc(NC(=O)CSc2nnc(-c3ccccc3F)n2C)on1,-2,-5,-17
O=C(CCn1c(=O)c2cccn2c2cccnc21)N1CCN(c2cccc(Cl)c2)CC1,-12,-4,5
COC(=O)c1ccccc1NC(=S)NC(=O)COc1ccc(C)cc1,-3,-8,-8
Cc1ccccc1C(=O)N1CCN(c2ncnc3c2cnn3-c2ccccc2)CC1,3,-4,3
O=C(CSc1nc(-c2ccccc2)c(-c2ccccc2)o1)Nc1nnc(-c2ccccc2)s1,-11,8,7
FC(F)(F)c1cc(-c2ccccc2)nc(N2CCCCCC2)n1,-17,3,-8
O=c1[nH][nH]c(C(F)(F)F)c1C=NCc1cccc(Cl)c1,-3,-5,-10
CC1CCc2c(sc3ncnc(N4CCOCC4)c23)C1 (stereo unspecified),-1,9,25
CCCNC(=O)CN(C1CCCCC1)S(C)(=O)=O,4,0,-2
COc1ccc(O)c(C2NC(CC(C)C)(C(=O)O)C3C(=O)N(Cc4ccccc4)C(=O)C23)c1 (stereo unspecified),4,-8,-2
CCN(CC)C(=O)c1cc2sc3ccccc3c2s1,-6,80*,-3
CC1(CCc2ccc3c(c2)OCO3)NC(=O)c2ccccc2N1 (stereo unspecified),-3,2,2
O=C(CCc1ccccc1)Nc1cccc(-c2nnc(-c3ccco3)o2)c1,12,4,-12
COCCn1c(C)cc(C(=O)COC(=O)CCc2ccc(S(=O)(=O)N3CCOCC3)cc2)c1C,10,-13,1
CC(C)C(CC(=O)NCc1ccco1)c1ccco1 (stereo unspecified),-1,9,-8
O=C(CSc1n[nH]c(-c2ccccc2)n1)Nc1ncc(Br)cc1Br,18,3,-2
CC(C)OC(=O)NCCOC(=O)Nc1cccc(Cl)c1,2,23,5
O=C(NCC1CCCO1)c1sc(=S)n2c1[nH]c(=O)c1ccc(C(=O)N3CCCCC3)cc12 (stereo unspecified),7,-6,45
O=C(CCC(=O)OCc1ccc(Cl)cc1)Nc1cccc([N+](=O)[O-])c1,4,9,-4
O=c1ccc2c(o1)/C(=C/C=C(Cl)Cl)CCC2,-7,-3,-1

# Reformatted: results already given
CCOC(=O)C(C)Sc1ncc(OC)c(Sc2ccc(Cl)cc2)n1 (stereo unspecified)
  RAD54 branch: 2; esBAF inh: -6; ARNT TACC3 PPI: -2
CC(C)Oc1ccc(C(=O)CCN2CCCCC2)cc1
  RAD54 branch: -13; esBAF inh: -2; ARNT TACC3 PPI: -5
CC(C)C(CC(=O)NCc1ccco1)c1ccco1 (stereo unspecified)
  RAD54 branch: -1; esBAF inh: 9; ARNT TACC3 PPI: -8
COc1ccc(O)c(C2NC(CC(C)C)(C(=O)O)C3C(=O)N(Cc4ccccc4)C(=O)C23)c1 (stereo unspecified)
  RAD54 branch: 4; esBAF inh: -8; ARNT TACC3 PPI: -2

# (list continues)
SMILES,RAD54 branch,esBAF inh,ARNT TACC3 PPI
C=CCc1cccc2cc(C(=O)N3CCN(C(=O)OCC)CC3)c(=O)oc12,-8,-7,-17
O=C(NC1CC1)C1=COCCO1,8,0,-6
COC1(c2cc(-c3ccccc3)nc(N)n2)CCCCC1,8,0,-17
COc1ccc(CNC(=O)CN(CC2CCCO2)C(=O)CNS(=O)(=O)c2ccc(F)cc2)cc1 (stereo unspecified),-3,0,-17
Cc1ccc(NC(=O)c2ccc3c(c2)N(CC(=O)N2CCCCC2)C(=O)C(C)(C)O3)cc1,1,-4,-4
C#CCOC(=O)CCC(=O)NCCc1ccccc1,4,2,-7
ON1C(c2ccccc2)CC2(O)c3nonc3CCC12 (stereo unspecified),0,-2,-10
O=C(Cn1nnc(-c2ccc(CN3CCOCC3)cc2)n1)Nc1nc(-c2ccccc2)cs1,-10,-9,-4
O=C(CNC(=O)c1ccco1)OCC(=O)c1ccc2c(c1)CCCC2,0,-2,-7
Cc1cc(C)c2nc(NC(=O)c3cc(C)on3)sc2c1,-20,?,-14
COc1cccc(OCCCCCN2CCOCC2)c1,-3,-1,-3
CCOC(=O)CC1=CSC2=NS(=O)(=O)CCN12,-3,-5,-2
CC12CCC(C(=O)NCc3ccc4c(c3)OCO4)(C(=O)C1=O)C2(C)C (stereo unspecified),6,9,-4
COC(=O)c1sccc1NC(=O)C1CC2CCC1C2 (stereo unspecified),-1,-7,-6
O=C1COc2ccc(-c3csc(NCC4CCCO4)n3)cc2N1 (stereo unspecified),-2,37,-1
N#Cc1ncc(C(F)(F)F)cc1Sc1ccccc1N,-2,-3,0
O=C(COC(=O)c1ccccc1NC(=O)c1ccco1)NCc1ccc2c(c1)OCO2,-5,0,6
COc1ccccc1/C=N/NC(=O)CC(=O)Nc1ccc(Cl)c(Cl)c1,-2,-1,-5
O=C(CCN1C(=O)COc2ccccc21)NCCC1=CCCCC1,-11,2,-2
Cn1c2ccccc2c2cc(C(=O)N3CCOCC3)sc21,10,9,-10
COc1ccccc1CNC(=O)/C=C/c1cc2c(cc1Br)OCO2,8,-2,-3
Cc1cccc(C(=O)N2CCN(C(=O)c3cccc(C)c3)C(C)C2)c1 (stereo unspecified),-1,-5,2
COc1ccccc1C(=O)N(Cc1ccco1)C1CCS(=O)(=O)C1 (stereo unspecified),-8,-11,-3
Cc1nc(-c2ccccc2)sc1C(=O)/C=C/c1ccccc1,-3,23,-22
CCC(C(=O)Nc1nccs1)c1ccccc1 (stereo unspecified),4,-4,-6

# More records.
SMILES,RAD54 branch,esBAF inh,ARNT TACC3 PPI
O=C1c2ccccc2C(=O)N1CCSc1ccccc1,0,50*,-7
COc1ccccc1OCc1csc(NC(=O)c2ccco2)n1,-7,77*,0
CCc1nc(N[C@@H](Cc2c[nH]c3ccccc23)C(=O)O)c2oc3ccccc3c2n1,0,0,2
COc1ccc(CCNC(=O)Cc2cc(OCc3ccccc3)c(OC)cc2[N+](=O)[O-])cc1OC,7,4,14
COCCn1c(SCC(=O)N2CCCc3ccccc32)nc2cccnc21,9,-7,5
Cc1nn(-c2ccc(F)cc2F)c2c1-c1nc(N3CCCC3)ncc1CC2,-10,0,-9
Cc1ccc(NC(=O)CSc2nc3ccccc3c(=O)n2CCCC(=O)N2CCCC2)cc1,0,-5,2
CCn1c(C)nc2cc(C(=O)OCCC(F)(F)F)ccc21,0,25,-8
COc1ccccc1NC(=O)N1CCc2[nH]c3ccc(F)cc3c2C1,1,19,0
COCCCNc1nc2c(c(=O)[nH]c(=O)n2C)n1CC(O)COc1cccc(C)c1 (stereo unspecified),1,-12,15
COc1cc(-c2nnc(COC(=O)c3cc(C)nc4ccc(C)cc34)o2)cc(OC)c1OC,4,-2,-14
N/C(=N/OCC(=O)Nc1cccc2ccccc12)c1nonc1N,0,-4,1
COc1ccccc1N1CCN(C(=O)COc2ccc(C)cc2Br)CC1,-22,17,0
Cc1ccc(C)c2c1cc(C)c1nnc(SCc3ccccn3)n12,7,11,-4
CCN(CC)c1ccc(-c2nnc(SCC(=O)Nc3ccccc3C#N)n2-c2ccccc2)cc1,6,-5,-4
Cc1ccc(S(=O)(=O)Nc2cc(NC(=O)CN3CCOCC3)ccc2Cl)cc1,-7,-5,7
